# Assay outcomes as filed in PubChem BioAssay.
# RECQ1 helicase – qHTS Assay for Inhibitors of RecQ-Like Dna Helicase 1 (RECQ1); Potency, µM (highest dose often 57.3 µM), for the others: top-dose activity, negative = inhibition, most hits filed as inhibitors; AID 2549, 2010; RECQ1 DNA unwinding, red fluorescence kinetic read; actives 0.54% (n = 240,000);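 also: plate controls were vehicle for no effect and no enzyme for full effect; nearly all actives have a fitted effect of over 30% in size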
#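 RECQ1T1 50 nM; forked duplex (20 bp + 30-nt ss tails) 200 nM, ATP 2 mM final; pH 8.0, 2 mM MgCl2, 2.5 ug/ml poly(dI-dC); 15 min compound preincubation; discontinuous kinetic read over 2 h at RT.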
# TR SRC2 fluor cs – Total Fluorescence Counterscreen for Inhibitors of the Interaction of Thyroid Hormone Receptor and Steroid Receptor Coregulator 2 | actives 0.29% (n = 280,000) | TRb/SRC2 Texas Red total fluorescence interference | Potency, µM (highest dose often 106 µM), for inactives: at the highest dose fluorescence change, negative = quenching; active = well fitted curve in either direction with a large enough effect; inconclusive = small, poorly fitted or top-dose-only effect
#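 Flags fluorescent or light-absorbing compounds by total fluorescence, S + 2P, at 555 nm excitation and 632 nm emission. Mixture: 20 nM Texas Red SRC2 peptide, 0.6 uM human TRb LBD, 1 uM T3, 5% DMSO; compound exposure 5 h at ambient temperature.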
# RGS12 GoLoco inh – qHTS Assay for Inhibitors of RGS12 GoLoco Motif Activity (Red Fluorophore). Guanine nucleotide-binding protein G(i) subunit alpha-1 (Homo sapiens), P63096. Gai1:RGS12 GoLoco peptide FP, rhodamine, 10 min. Potency, µM (highest dose often 61.6 µM), for inactives: top-dose activity, negative = inhibition, most hits filed as inhibitors. actives 0.44% (n = 230,000). AID 880, 2007; active = well fitted inhibition curve with a large enough effect, not every such curve was filed as active; inactive = no such curve, though single readings can be large or run the other way; also: nearly all actives have a fitted effect of over 30% in size; many of its hits are not listed in these tables
# Target sequence (P63096 whole entry, looked up): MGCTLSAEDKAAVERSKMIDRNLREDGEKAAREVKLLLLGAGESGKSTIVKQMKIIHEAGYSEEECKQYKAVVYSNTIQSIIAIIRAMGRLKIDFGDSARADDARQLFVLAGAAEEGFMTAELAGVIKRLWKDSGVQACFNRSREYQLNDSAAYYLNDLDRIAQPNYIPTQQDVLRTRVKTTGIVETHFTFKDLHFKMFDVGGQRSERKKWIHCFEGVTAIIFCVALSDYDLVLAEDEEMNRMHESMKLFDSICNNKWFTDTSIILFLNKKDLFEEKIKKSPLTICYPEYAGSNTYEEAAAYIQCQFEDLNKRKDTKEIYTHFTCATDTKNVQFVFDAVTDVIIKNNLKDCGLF
# L3MBTL1 block – qHTS Assay for the Inhibitors of L3MBTL1; Potency, µM (titrated, usually from 57.1 µM), without a hit: at the top dose activity, negative = inhibition, most hits filed as inhibitors; AlphaScreen L3MBTL1–H3K9me1 peptide binding; actives 0.66% (n = 230,000); also: nearly all actives have a fitted effect of over 60% in size
#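 L3MBTL1 50 nM + b-AHA-H3(1-15)K9me1 75 nM, 30 min RT; compound added, 30 min RT; streptavidin donor/Ni-chelate acceptor beads 10 ug/mL each final, 30 min RT dark; AlphaScreen read.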
# Tau fibril ThT – qHTS for Inhibitors of Tau Fibril Formation, Thioflavin T Binding | actives 2.1% (n = 270,000) | Microtubule-associated protein tau (Homo sapiens), P10636 | Potency, µM (doses to about 57.4 µM), for inactives: at the highest dose activity, negative = inhibition, hits mostly inhibitors | recombinant tau K18 P301L (four-repeat tau fragment), heparin-induced fibrillization, ThT fluorescence; also: nearly all actives have a fitted effect of over 55% in size
#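 Heparin-induced (20 uM) aggregation of recombinant human K18 P301L tau, 15 uM unlabeled with 0.24 uM labeled, pH 7 acetate buffer, 6 hr at 37 C with compound. Fibrils quantified by 30 uM ThT fluorescence after 1 hr ambient incubation.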
# JMJD2E inh – qHTS Assay for Inhibitors of Human Jumonji Domain Containing 2E (JMJD2E) | Lysine-specific demethylase 4E (Homo sapiens), B2RXH2 | JMJD2E catalytic domain, FDH-coupled NADH fluorescence (FDH is formaldehyde dehydrogenase) | Potency, µM (doses to about 57.1 µM), for the others: top-dose activity change, negative = inhibition, actives largely listed as inhibitors | actives 1.6% (n = 230,000) | AID 2147, 2009; active = well fitted inhibition curve with a large enough effect, not every such curve was filed as active; inconclusive = small, poorly fitted or top-dose-only effect, or another doubt; inactive = no such curve, though single readings can be large or run the other way;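 also: 0% = wells with enzyme and -100% = buffer wells without enzyme; nearly all actives have a fitted effect of over 50% in size; many of its hits are not listed in these tables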
# TRb-SRC2 inh – qHTS for Inhibitors of the Interaction of Thyroid Hormone Receptor and Steroid Receptor Coregulator 2. Thyroid hormone receptor beta (Homo sapiens), P10828. TRbeta-SRC2 peptide binding, fluorescence polarization; receptor liganded with 1 µM T3. Potency, µM (titrated, usually from 106 µM), inactives show at the top dose activity change, negative = inhibition, usual class: inhibitors. actives 0.065% (n = 280,000);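 also: plate controls were bound peptide for no effect and peptide without receptor for full effect; nearly all actives have a fitted effect of over 50% in size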
# Target sequence (P10828 whole entry, looked up): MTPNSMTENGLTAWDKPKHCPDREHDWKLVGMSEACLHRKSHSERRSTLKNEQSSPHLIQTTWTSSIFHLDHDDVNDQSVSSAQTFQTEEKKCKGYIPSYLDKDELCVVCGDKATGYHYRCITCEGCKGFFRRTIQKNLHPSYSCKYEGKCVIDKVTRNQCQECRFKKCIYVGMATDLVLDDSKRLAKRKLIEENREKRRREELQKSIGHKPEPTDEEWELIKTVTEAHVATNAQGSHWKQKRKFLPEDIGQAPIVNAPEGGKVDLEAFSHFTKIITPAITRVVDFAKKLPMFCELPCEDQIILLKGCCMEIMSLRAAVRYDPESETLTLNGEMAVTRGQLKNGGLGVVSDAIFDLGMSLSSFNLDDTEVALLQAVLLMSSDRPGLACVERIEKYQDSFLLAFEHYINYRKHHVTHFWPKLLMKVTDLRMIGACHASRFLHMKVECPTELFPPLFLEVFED
#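 Read-out is fluorescence polarization (555 nm excitation, 632 nm emission) of a Texas Red SRC2 coactivator peptide; loss of signal reflects blocked binding to human TRb ligand-binding domain in the presence of 1 uM T3.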
# Tau FP inhib – qHTS for Inhibitors of Tau Fibril Formation, Fluorescence Polarization | K18 P301L tau heparin fibrillization, Alexa594 FP, 6 h | Potency, µM (highest dose often 57.7 µM), inactives show top-dose activity, negative = inhibition, most hits filed as inhibitors | actives 0.39% (n = 280,000) | AID 1468, 2008; also: nearly all actives have a fitted effect of over 55% in size
#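 Human tau K18 […] P301L fragment, 15 uM unlabeled plus 0.24 uM Alexa 594-labeled tau (final), with compound and 20 uM heparin in 100 mM sodium acetate pH 7; 6 hr at 37 C, then Alexa 594 FP read.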
# Numbers without * were called inactive; i = inactive; u = inconclusive; x = not tested or not shown; [ ] = another dose, or the depositor's remark. Unless noted, calls follow the shape of the dose curve; as a rule, active = well fitted curve in the direction sought with a large enough effect; inconclusive = small, poorly fitted or top-dose-only effect, or another doubt; inactive = no such curve, though single readings can be large; an effect the other way counts as inactive or inconclusive. Unless noted, % is scaled to controls: 0 for no effect and ±100 for the full control effect; potency is read from the fitted curve at half-maximal effect. Some of the compounds tested; rates above refer to the full screens.
# Sequence of screens: TR SRC2 fluor cs, TRb-SRC2 inh, Tau FP inhib, RECQ1 helicase, JMJD2E inh, L3MBTL1 block, RGS12 GoLoco inh, Tau fibril ThT
O=C1CC(c2ccccc2)CC(=O)C1=CN1CCCC1 (centres undefined)
 : 0%, 2%, -10%, -4%, -1%, x, -3%, x
CNC(=O)/C(C#N)=C\c1ccc(CNS(=O)(=O)c2ccc(Cl)cc2)o1
 : -1%, 4%, 7%, -1%, u, 7%, 8%, -1%
O=C(Cn1cnc2ccccc21)Nc1cc(C(F)(F)F)ccc1N1CCOCC1
 : -1%, 0%, -2%, -4%, 4%, 9%, 3%, 13%
Cc1cc(C(F)F)nn1CC(=O)NCc1ccccc1F
 : -2%, 2%, -3%, 7%, 2%, -5%, 5%, 11%
S=C1NC(C23CC4CC(CC(C4)C2)C3)=CC(c2ccc3c(c2)OCO3)N1 (centres undefined)
 : 0%, -4%, -16%, -2%, u, x, -2%, -5%
Cc1ccccc1CN1CCc2nc(N3CCN(c4ccccn4)CC3)ncc2C1
 : -1%, -4%, -5%, x, x, x, x, -11%
CSCCC1C(C#N)=C(N)Oc2n[nH]c(-c3cccs3)c21 (centres undefined)
 : 0%, -1%, -9%, i, -3%, -5%, x, -13%
CC(C(=O)c1c[nH]c(C(N)=O)c1)c1ncc(C(F)(F)F)cc1Cl (centres undefined)
 : -2%, 1%, 3%, 2%, -6%, 6%, 0%, -8%
Cc1ccccc1OCCCc1c(C)n[nH]c1C
 : 0%, -5%, u, 0%, -15%, x, 6%, -13%
c1ccc2c(c1)Cc1cc(CN3CCOCC3)ccc1-2
 : -3%, -4%, -3%, -2%, 6%, 4%, 5%, -16%
C=CCn1c(=O)c2ccccc2n2c(SCc3nc(N)nc(Nc4ccccc4C)n3)nnc12
 : -7%, -1%, -11%, i, u, 39%[activator], 24%, -1%
O=S(=O)(Nc1cccc(F)c1)c1ccc2[nH]c3c(c2c1)CCCCC3
 : -5%, -3%, u, x, x, x, x, u
Cc1cccc(C(=O)Nc2ccccc2-c2nnn(CC(=O)Nc3ccc4c(c3)OCCO4)n2)c1
 : -1%, -15%, u, 2%, u, 7%, 9%, 2%
CCC(CC)c1nn2c(=O)cc(COc3ccc(NC(=O)c4ccc(Cl)cc4)cc3)nc2s1
 : -1%, -4%, -15%, x, x, x, x, u
COc1cc(/C=N/NC(=O)C(=O)NCc2ccco2)ccc1O
 : -9%, 1%, -8%, -6%, -7%, 6%, x, u
C=C1CC(C(=O)N/N=C/c2ccccc2)C1
 : -2%, -1%, -6%, -25%, 1%, 1%, -3%, 2%
Cc1cc(C)c2c3c(sc2n1)C(=O)N(Cc1ccccc1)CC(=O)N3
 : 3%, 2%, 1%, i, 3%, x, 6%, -3%
CC(C)(C)OC(=O)NCCCCCc1nnc(SCc2cccc(F)c2)o1
 : -1%, 2%, 8%, -6%, 2%, 20%, 2%, -8%
Nc1nc(SCC(=O)C23CC4CC(CC(C4)C2)C3)n[nH]1
 : 4%, -6%, 5%, -1%, 1%, 3%, 12%, 2%
O=C1CCCN1c1ncc(S(=O)(=O)c2ccc([N+](=O)[O-])cc2)s1
 : -4%, 3%, 12%, 0%, 1%, 9%, -10%, 7%
COc1ccc(Br)cc1CN(C)CC(=O)Nc1ccccc1Cl
 : -4%, -3%, -6%, -13%, -1%, 34%[activator], x, u
O=C(CN1CCCC1=O)NC1(C(F)(F)F)NC(=O)N(Cc2ccccc2)C1=O (centres undefined)
 : -2%, -3%, 3%, 14%, -1%, 0%, -6%, 1%
Cc1ccc(-n2nnnc2SCC(=O)N2CCc3ccccc3C2)c(C)c1
 : 1%, -11%, 5%, -12%, -4%, -1%, 7%, -12%
COc1cccc(C2NC(=O)c3sc(=S)n(-c4ccccc4)c3N2)c1 (centres undefined)
 : -1%, 4%, -6%, -16%, 7%, x, 17%, -12%
Cc1nc(SCC(=O)Nc2ccc(C)c(Cl)c2)cc(-c2ccccc2)n1
 : 4%, 2%, -18%, x, x, x, x, 3%
CC(C)CCN=Cc1c(O)n(-c2ccccc2)c(=O)c2ccccc12
 : 0%, -3%, -1%, 8%, u, x, 11%, -15%
COc1cccc(-c2cn3c(n2)sc2cc(C(=O)NCc4ccccc4F)ccc23)c1
 : -12%, -8%, -7%, x, x, x, x, 6%
CCN(C(=O)CSc1nnc(-c2c[nH]c3ccccc23)o1)C1CCS(=O)(=O)C1 (centres undefined)
 : -2%, 3%, -5%, 9%, -2%, x, -4%, -3%
COc1ccc(CN2C(=O)C(=O)N(CC(N)=O)C2=O)cc1
 : -2%, -2%, 8%, 1%, 3%, 19%, -2%, 4%
Cc1cc(-c2ccccc2)nc(N/N=C/c2cccnc2)n1
 : -2%[53 µM], 3%[53 µM], -16%, -9%, -10%, 5%, 6%, -23%
O=C1C(C2=NC(c3ccccn3)C3C(=O)N(c4ccc(OC(F)(F)F)cc4)C(=O)C23)=C(O)c2ccccc21 (centres undefined)
 : -6%, 0%, -5%, i, 3%, -1%, 5%, 6%
O=C(C1CC1)N1N=C(C2CCCCC2)CC1(O)C(F)(F)F (centres undefined)
 : -1%, -1%, 6%, 2%, 6%, 5%, 4%, -5%

# Reformatted as comma-separated lines: part of the list above
Compound,TR SRC2 fluor cs,TRb-SRC2 inh,Tau FP inhib,RECQ1 helicase,JMJD2E inh,L3MBTL1 block,RGS12 GoLoco inh,Tau fibril ThT
O=C1CCCN1c1ncc(S(=O)(=O)c2ccc([N+](=O)[O-])cc2)s1,-4%,3%,12%,0%,1%,9%,-10%,7%
COc1ccc(Br)cc1CN(C)CC(=O)Nc1ccccc1Cl,-4%,-3%,-6%,-13%,-1%,34%[activator],x,u
O=C(CN1CCCC1=O)NC1(C(F)(F)F)NC(=O)N(Cc2ccccc2)C1=O (centres undefined),-2%,-3%,3%,14%,-1%,0%,-6%,1%
Cc1ccc(-n2nnnc2SCC(=O)N2CCc3ccccc3C2)c(C)c1,1%,-11%,5%,-12%,-4%,-1%,7%,-12%
COc1cccc(C2NC(=O)c3sc(=S)n(-c4ccccc4)c3N2)c1 (centres undefined),-1%,4%,-6%,-16%,7%,x,17%,-12%
Cc1nc(SCC(=O)Nc2ccc(C)c(Cl)c2)cc(-c2ccccc2)n1,4%,2%,-18%,x,x,x,x,3%
CC(C)CCN=Cc1c(O)n(-c2ccccc2)c(=O)c2ccccc12,0%,-3%,-1%,8%,u,x,11%,-15%
COc1cccc(-c2cn3c(n2)sc2cc(C(=O)NCc4ccccc4F)ccc23)c1,-12%,-8%,-7%,x,x,x,x,6%
CCN(C(=O)CSc1nnc(-c2c[nH]c3ccccc23)o1)C1CCS(=O)(=O)C1 (centres undefined),-2%,3%,-5%,9%,-2%,x,-4%,-3%
COc1ccc(CN2C(=O)C(=O)N(CC(N)=O)C2=O)cc1,-2%,-2%,8%,1%,3%,19%,-2%,4%
Cc1cc(-c2ccccc2)nc(N/N=C/c2cccnc2)n1,-2%[53 µM],3%[53 µM],-16%,-9%,-10%,5%,6%,-23%
O=C1C(C2=NC(c3ccccn3)C3C(=O)N(c4ccc(OC(F)(F)F)cc4)C(=O)C23)=C(O)c2ccccc21 (centres undefined),-6%,0%,-5%,i,3%,-1%,5%,6%
